SENP1 inh – inhibitors of human SENP1 SUMO protease catalytic domain. Q9P0U3. recombinant SENP1 catalytic domain, CyPet-SUMO1-YPet FRET cleavage. inhibition, % at 10 µM. actives 0.21% (n = 360,000). AID 624204;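 active = inhibition at least 30% at 10 µM, raw YFP signal under a set limit, fluorescence ratio 0.5 to 1.5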;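 also: 0% = enzyme with DMSO and 100% = no enzyme wells; some results filed as inactive read as strong as hits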
Target sequence (Q9P0U3 419-644 limits assumed): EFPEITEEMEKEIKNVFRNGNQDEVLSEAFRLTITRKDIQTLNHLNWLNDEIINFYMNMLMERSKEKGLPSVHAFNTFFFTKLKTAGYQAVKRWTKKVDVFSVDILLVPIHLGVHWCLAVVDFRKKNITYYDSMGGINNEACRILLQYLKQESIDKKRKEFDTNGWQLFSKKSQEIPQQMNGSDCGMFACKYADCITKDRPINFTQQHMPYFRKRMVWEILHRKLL
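Assay system – human recombinant His6-tagged SENP1 catalytic domain enzyme · Input – SENP1 enzyme, 20 pM final · Buffer or medium – Tris pH 8 buffer plus EDTA, NaCl, BME, BSA, NP40, catalase · Schedule – 50 min reaction at room temperature · Technique – FRET read of cyan and yellow fluorescence · Control set – no-enzyme wells low, DMSO-plus-enzyme wells high control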
Apaf1 inhib – inhibitors of human Apaf-1 apoptosome | inhibition, % at 20 µM | reconstituted apoptosome caspase-3 activity, DEVD-Rh110 fluorescence | actives 0.71% (n = 330,000) | O14727; active = inhibition of at least 40% at 20 µM;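 also: plate controls were DMSO wells for no effect and DEVD-CHO caspase inhibitor wells for full effect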
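System – cell-free apoptosome with Apaf-1, procaspase-3 and caspase-9 · Buffer or medium – pH 7.5 Hepes buffer with CHAPS, BSA, DTT · Also added – cytochrome c with DEVD-Rh110 · Times – 30 min compound preincubation, 50 min activation, room temperature · Technique – Rh110 fluorescence intensity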
SENP6 block – inhibitors of human SENP6 protease; Q9GZR1; Recombinant SENP6 catalytic domain, aminoluciferin luminescence; inhibition, % at 10 µM; actives 1.8% (n = 330,000); AID 2599;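 active = inhibition above about 50% at the single tested dose, limit read from the data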;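 also: plate controls were DMSO wells with enzyme for no effect and DMSO wells lacking enzyme for full effect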
SENP8 block-1 – inhibitors of human SENP8 protease. purified SENP8, Z-RLRGG-aminoluciferin cleavage, luminescence. inhibition, % at 10 µM. actives 1.2% (n = 330,000). AID 2540; in the data active = inhibition above about 50%
Target sequence (Q96LD8 whole entry, looked up): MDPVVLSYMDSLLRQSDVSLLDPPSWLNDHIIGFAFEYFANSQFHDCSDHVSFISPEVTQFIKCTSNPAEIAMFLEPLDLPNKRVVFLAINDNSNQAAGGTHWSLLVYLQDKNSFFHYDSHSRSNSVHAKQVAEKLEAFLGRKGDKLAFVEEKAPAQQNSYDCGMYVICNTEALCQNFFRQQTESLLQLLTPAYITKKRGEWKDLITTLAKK
SENP7 block – blocks the human protease SENP7; recombinant SENP7, Z-RLRGG-aminoluciferin luminescence, 40 min; actives 1.5% (n = 330,000); Q9BQF6; inhibition, % at 5 µM;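 active = inhibition above about 50% at the single test dose, limit read from the data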;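 also: plate controls were DMSO with enzyme for no effect and no enzyme buffer wells for full effect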
Target sequence (Q9BQF6 706-1050 limits assumed): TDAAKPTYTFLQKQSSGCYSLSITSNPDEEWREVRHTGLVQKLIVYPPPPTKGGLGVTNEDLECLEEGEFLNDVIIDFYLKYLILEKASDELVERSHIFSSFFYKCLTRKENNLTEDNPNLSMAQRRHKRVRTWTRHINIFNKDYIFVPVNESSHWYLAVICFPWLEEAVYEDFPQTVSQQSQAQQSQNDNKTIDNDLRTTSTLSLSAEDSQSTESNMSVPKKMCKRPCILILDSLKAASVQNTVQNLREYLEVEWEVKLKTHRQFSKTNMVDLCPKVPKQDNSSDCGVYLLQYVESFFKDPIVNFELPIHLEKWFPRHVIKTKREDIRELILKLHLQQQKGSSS
SENP8 block-2 – SENP8 (human) protease inhibition. AID 602440. Q96LD8. recombinant SENP8, Nedd8 substrate fluorescence. actives 0.64% (n = 360,000). inhibition, % at 20 µM; in the data active = inhibition mostly above about 40%, no sharp cut-off; inactive = mostly below about 27%
HKDC1 inh – HKDC1 (human) hexokinase inhibition; Q2TB90; recombinant HKDC1, G6PDH/diaphorase resazurin coupled fluorescence; inhibition, % at 20 µM; actives 0.16% (n = 340,000); AID 493160;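 active = inhibition above about 35% when tested at 20 µM, limit read from the data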;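 also: plate controls were DMSO wells with enzyme for no effect and DMSO wells lacking enzyme for full effect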
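Assay system: in-house recombinant HK5 (HKDC1) enzyme. Input: HKDC1 at 5 µg/mL. Medium: Tris pH 8.0 buffer with MgCl2, Tween-20, BSA, BME. Dosing: single 20 µM dose. Schedule: 90 min reaction incubation at room temperature, dark. Signal: resazurin-to-resorufin fluorescence via G6PDH and diaphorase coupling, 525/613 nm. Controls: DMSO-enzyme wells negative, buffer-substituted wells positive.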
PfG6PD inh – PfG6PD (Plasmodium falciparum) enzyme inhibition; PfGluPho enzyme, NADPH resazurin-diaphorase fluorescence; inhibition, % at 20 µM; actives 0.78% (n = 350,000); AID 504690;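 active = inhibition reaching at least a set limit at 20 µM in the primary screen, cut at about 59% in these data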;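 also: 0% = DMSO wells with substrate and 100% = DMSO wells lacking glucose-6-phosphate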
The depositor's hits bear a star; · = not tested or not shown. No enrichment for hits; 3.6% or so of the library scored in one or more.

Results follow in this order: SENP1 inh	Apaf1 inhib	SENP6 block	SENP8 block-1	SENP7 block	SENP8 block-2	HKDC1 inh	PfG6PD inh
[1] CCOC(=O)c1c(NC(=O)c2nn(CC)cc2Br)c(C#N)cn1-c1ccccc1
    0	8	-38	0	-3	16	14	10
[2] O=C(O)C1=NN(c2cc(Cl)c(S(=O)(=O)O)cc2Cl)C(=O)C1
    9	·	·	·	·	3	2	-11
[3] Cc1ccccc1N(C)C(=O)c1coc(=O)c2ccccc12
    -1	1	-32	-4	-3	22	-3	-1
[4] Cc1cc(=O)[nH]c(SCC(=O)Nc2cc(S(=O)(=O)N(C)C)ccc2Cl)n1
    0	5	-22	-6	3	6	15	-19
[5] O=C(O)c1ccc(N/N=C/c2cccc3nccnc23)cc1
    53*	1	14	-2	5	32	-4	-1
[6] CCc1ccc(N2CC(C(=O)N/N=C/c3cc([N+](=O)[O-])ccc3O)CC2=O)cc1 (configuration not stated)
    -7	6	-4	2	5	15	-8	-42
[7] Cc1cc(C)cc(NC(=S)/C(=C(\[O-])c2ccc(Cl)cc2Cl)[n+]2ccc(C(C)(C)C)cc2)c1
    -26	-6	-28	-6	-5	-87	-5	-6
[8] O=C(CSc1nnc(-c2ccc(Br)cc2)o1)Nc1cccc(C(=O)O)c1
    1	-17	-12	-1	-13	-1	2	-11
[9] COc1ccc(OCc2cc(C(=O)N3CCN(CC4CC4)CC3)no2)c(Cl)c1
    1	9	1	-18	-10	-8	-5	-9
[10] CC1CCCC(C(=O)O)N1C(=O)CCS (configuration not stated)
    1	5	-21	5	6	16	-1	-6
[11] Cc1c(Cl)ccc2sc(NC(=O)c3ccco3)nc12
    2	4	67*	78*	86*	-212	4	-4
[12] COc1ccc(NC(=O)c2cccc(Cn3cc(Br)cn3)c2)cn1
    1	-8	-17	-1	2	9	-5	13
[13] Cc1ccc(C)c(NC(=O)C2COc3ccccc3O2)c1 (configuration not stated)
    -17	1	4	4	0	3	-2	4
[14] COc1ccc(CCNc2ncnc3c2c(C)c(C)n3CCCN(C)C)cc1OC
    3	11	-22	-9	-7	-14	-1	-8
[15] Cc1cccc(NS(=O)(=O)c2ccc(NC(=O)CN(c3cc([N+](=O)[O-])ccc3C)S(C)(=O)=O)cc2)c1
    0	10	-22	2	1	17	0	-1
[16] Nc1nc2n(n1)C(c1ccc(Cl)cc1)CC(c1ccc(F)cc1)N2 (configuration not stated)
    2	1	7	2	0	-43	-2	17
[17] Cc1cccc(NCc2ccccc2OCc2ccccc2F)c1
    2	9	19	5	5	13	-4	43
[18] CCCC(=O)OCC(=O)Nc1ccc2c(c1)OCO2
    -2	-4	-12	1	14	7	-7	14
[19] COc1cc(NC(=S)NCc2ccco2)cc(OC)c1OC
    -3	-5	-8	4	6	2	-2	7
[20] CCOC(=O)CN(C(=O)COc1nc(-c2ccccc2)cc(C)c1C#N)c1cccc(OC)c1
    2	3	5	-5	0	-162	1	11
[21] CN(Cc1cccnc1)C(=O)c1cc(S(=O)(=O)Nc2ccccc2F)ccc1Cl
    -1	6	-5	-6	6	-2	6	-26
[22] CC1=C(C#N)C(NC(=O)C2CCCCC2)(C(F)(F)F)C(=O)N1 (configuration not stated)
    2	-12	-27	1	-5	10	12	-18
[23] O=c1[nH]nc(CNc2ccc(C(F)(F)F)cc2)c2ccccc12
    2	0	-9	-4	-5	25	7	30
[24] Cc1ccccc1NC(=O)c1cnn(-c2ccccc2)c1C
    1	-4	17	5	5	6	-5	8
[25] CCSc1ccc([C@@H]2[C@H]3C(=O)N(CC)C(=O)[C@H]3[C@]3(C(=O)OC)CCCCN23)cc1OC
    -14	31	-18	-4	9	-23	5	17
[26] COc1ccc(CCNC(=O)Nc2ccc(F)cc2F)cc1OC
    -1	-3	-10	-8	4	8	-4	6
[27] N#Cc1ccc(COC(=O)C2CC(=O)N(CCc3ccccc3)C2)cc1 (configuration not stated)
    -1	3	1	-1	0	5	-5	3
[28] CC(C)(C)OC(=O)N1CCC(NC(=O)c2[nH]cnc2C(=O)Nc2ccccc2)CC1
    -1	15	0	5	1	6	0	8
[29] O=C(Nc1ccccc1)C1=C[C@H](C2CCCCC2)C[C@H](OCCCCO)O1
    -1	20	1	-10	-14	0	-1	-11
[30] COc1cccc(C(=O)N2CCN(c3ncccn3)CC2)c1
    -2	7	-7	-15	-5	-22	-10	-15

Record cards, from the list above. Order of screens: SENP1 inh | Apaf1 inhib | SENP6 block | SENP8 block-1 | SENP7 block | SENP8 block-2 | HKDC1 inh | PfG6PD inh
`COc1cc(NC(=S)NCc2ccco2)cc(OC)c1OC` is listed as -3 | -5 | -8 | 4 | 6 | 2 | -2 | 7
`Cc1ccccc1NC(=O)c1cnn(-c2ccccc2)c1C` is listed as 1 | -4 | 17 | 5 | 5 | 6 | -5 | 8
`CC1=C(C#N)C(NC(=O)C2CCCCC2)(C(F)(F)F)C(=O)N1` (configuration not stated) is listed as 2 | -12 | -27 | 1 | -5 | 10 | 12 | -18

(further entries)
Results follow in this order: SENP1 inh	Apaf1 inhib	SENP6 block	SENP8 block-1	SENP7 block	SENP8 block-2	HKDC1 inh	PfG6PD inh
[31] C/C(=N\NC(=O)CN(c1ccccc1)S(C)(=O)=O)c1ccccc1O
    -19	-13	0	-3	-11	2	-9	-27
[32] COc1ccc(CNC(=O)COC(=O)[C@H](Cc2ccccc2)NC(=O)c2cccs2)cc1
    1	3	-2	-5	11	29	4	6
[33] CCc1nccn1CCC(=O)N1CCc2c([nH]c3ccccc23)C1CC(C)C (configuration not stated)
    -31	-16	8	-1	9	-17	-8	11
[34] O=C(CN1CCN(S(=O)(=O)c2ccc3ccccc3c2)CC1)Nc1ccc(N2CCOCC2)cc1
    1	5	0	-9	-6	10	-6	-1
[35] COc1ccc2c(c1)c(CCN1C(=O)c3ccccc3C1=O)cn2C(=O)c1ccco1
    0	0	-18	-8	5	-11	5	4
[36] C=CCn1c(SCC(=O)Nc2ccc3c(c2)OCO3)nc2ccccc2c1=O
    -1	-23	-13	-3	34	3	-6	8
[37] O=C(Nc1ccccc1C(=O)NCc1cccnc1)c1ccccc1Cl
    0	5	-11	-3	-15	9	-2	-2
[38] CCOC(=O)C1CCN(C(=O)C2CCN(C(=O)c3ccc([N+](=O)[O-])cc3)CC2)CC1
    1	6	-20	1	1	2	-8	13
[39] CCOC(=O)c1c(CC(C)C)csc1NC(=O)c1ccccc1C(=O)O
    1	19	-13	-5	6	-40	-2	-24
[40] CC(C)CC(NC(=O)C1CCCN1C(=O)OC(C)(C)C)C(=O)NCC(N)=O (configuration not stated)
    0	·	·	·	·	-12	3	-16
[41] COc1cccc(C(=O)Nc2ccc(NC(=O)Cc3ccccc3)cc2)c1
    2	-12	-2	2	6	3	-5	-11
[42] CC1(C)C2CCC13CS(=O)(=O)NC3C2 (configuration not stated)
    0	-19	-9	-1	7	12	5	-15
[43] COc1ccc(CNc2nc(NCc3ccc(OC)cc3)n(C(C)=O)n2)cc1
    1	-5	7	-10	16	12	-4	5
[44] CC1=C(C(=O)NC(C)c2ccc3c(c2)OCCO3)C2(CCC(C)CC2)OC1=O (configuration not stated)
    -1	-7	1	3	-7	8	-5	7
[45] Cc1ccc(N2CC(C(=O)NCCS(=O)(=O)N3CCN(c4ccccc4)CC3)CC2=O)cc1C (configuration not stated)
    -1	-2	-4	14	0	8	-6	10

The list goes on, starting with the last 3 of the part before.
Results follow in this order: SENP1 inh	Apaf1 inhib	SENP6 block	SENP8 block-1	SENP7 block	SENP8 block-2	HKDC1 inh	PfG6PD inh
[43] COc1ccc(CNc2nc(NCc3ccc(OC)cc3)n(C(C)=O)n2)cc1
    1	-5	7	-10	16	12	-4	5
[44] CC1=C(C(=O)NC(C)c2ccc3c(c2)OCCO3)C2(CCC(C)CC2)OC1=O (configuration not stated)
    -1	-7	1	3	-7	8	-5	7
[45] Cc1ccc(N2CC(C(=O)NCCS(=O)(=O)N3CCN(c4ccccc4)CC3)CC2=O)cc1C (configuration not stated)
    -1	-2	-4	14	0	8	-6	10
[46] CC(=O)Nc1ccc(S(=O)(=O)N(C)CC(=O)OCC(=O)N2CCCCCC2)cc1
    1	0	0	7	-1	5	-3	-10
[47] O=C(COC(=O)CC1SC(N2CCCC2)=NC1=O)Nc1ccc(Br)cc1 (configuration not stated)
    0	6	-4	-7	5	13	-3	-6
[48] Cc1ccc(C23CC4CC(CC(C(=O)NC(C(=O)O)C(C)C)(C4)C2)C3)cc1 (configuration not stated)
    12	-1	2	9	5	-1	0	-19
[49] COc1ccc([C@H]2/C=C\CN(C(=O)C3CC3)[C@@H](C)C(=O)N2Cc2ccc(F)cc2)cc1
    0	-1	-7	4	0	0	-6	-4
[50] C[C@@H]1O[C@@H](OC[C@H]2O[C@@H](Oc3c(-c4ccc(O)c(O)c4)oc4cc(O)cc(O)c4c3=O)[C@H](O)[C@@H](O)[C@@H]2O)[C@H](O)[C@H](O)[C@H]1O
    18	-12	-6	1	-7	13	0	-31
[51] S=C(NCc1ccccc1)NN1CCOCC1
    2	-6	-19	-5	-3	6	-13	-3
[52] CC(C)CC(=O)Nc1cccc(NC(=O)CC(C)C)n1
    -4	5	0	-8	-5	6	-10	2
[53] CCO[C@H]1OC(C(=O)Nc2ccccc2)=C[C@@H](c2ccc(C(F)(F)F)cc2)[C@@H]1CCCO
    2	20	2	-1	4	13	6	26
[54] CCOc1ccccc1NC(=O)COC(=O)COc1c(Cl)cc(Cl)c2ccc(C)nc12
    2	-5	-5	2	-2	-6	0	-8
[55] Cc1cc(C)c2c(CC(=O)N(CCC#N)Cc3cccnc3)coc2c1
    2	1	1	3	-3	10	0	0
[56] O=C(CNC(=S)NC(=O)c1cccs1)c1ccccc1
    1	1	-4	-7	-2	16	-7	9
[57] N=c1sccn1CC(=O)N1CCc2ccccc21
    0	4	-11	-2	2	17	-7	12
[58] O=C(Nc1ccc(-c2cscn2)cc1)C1CCCN(Cc2ccc(CO)o2)C1 (configuration not stated)
    2	12	-5	-11	-14	7	-5	-2

Compound activity (PubChem BioAssay)
